# Assay outcomes: PubChem BioAssay, National Center for Advancing Translational Sciences (NCATS)
# EPAC2 antag: EPAC2 (human) antagonism; Potency, µM (highest dose often 114 µM), without a hit: top-dose activity, negative = inhibition, most hits filed as inhibitors; AID 720708; 0.18% of 360,000 active; Q8WZA2; EPAC2 GEF exchange of Rap1B-BODIPY-GDP, fluorescence; note: potency is the fitted concentration of half-maximal effect; % is set by controls: 0 for no effect and ±100 for the full control effect; nearly all actives have a fitted effect of over 45% in size; many of its hits are not listed in these tables
# Target sequence (Q8WZA2 whole entry, looked up): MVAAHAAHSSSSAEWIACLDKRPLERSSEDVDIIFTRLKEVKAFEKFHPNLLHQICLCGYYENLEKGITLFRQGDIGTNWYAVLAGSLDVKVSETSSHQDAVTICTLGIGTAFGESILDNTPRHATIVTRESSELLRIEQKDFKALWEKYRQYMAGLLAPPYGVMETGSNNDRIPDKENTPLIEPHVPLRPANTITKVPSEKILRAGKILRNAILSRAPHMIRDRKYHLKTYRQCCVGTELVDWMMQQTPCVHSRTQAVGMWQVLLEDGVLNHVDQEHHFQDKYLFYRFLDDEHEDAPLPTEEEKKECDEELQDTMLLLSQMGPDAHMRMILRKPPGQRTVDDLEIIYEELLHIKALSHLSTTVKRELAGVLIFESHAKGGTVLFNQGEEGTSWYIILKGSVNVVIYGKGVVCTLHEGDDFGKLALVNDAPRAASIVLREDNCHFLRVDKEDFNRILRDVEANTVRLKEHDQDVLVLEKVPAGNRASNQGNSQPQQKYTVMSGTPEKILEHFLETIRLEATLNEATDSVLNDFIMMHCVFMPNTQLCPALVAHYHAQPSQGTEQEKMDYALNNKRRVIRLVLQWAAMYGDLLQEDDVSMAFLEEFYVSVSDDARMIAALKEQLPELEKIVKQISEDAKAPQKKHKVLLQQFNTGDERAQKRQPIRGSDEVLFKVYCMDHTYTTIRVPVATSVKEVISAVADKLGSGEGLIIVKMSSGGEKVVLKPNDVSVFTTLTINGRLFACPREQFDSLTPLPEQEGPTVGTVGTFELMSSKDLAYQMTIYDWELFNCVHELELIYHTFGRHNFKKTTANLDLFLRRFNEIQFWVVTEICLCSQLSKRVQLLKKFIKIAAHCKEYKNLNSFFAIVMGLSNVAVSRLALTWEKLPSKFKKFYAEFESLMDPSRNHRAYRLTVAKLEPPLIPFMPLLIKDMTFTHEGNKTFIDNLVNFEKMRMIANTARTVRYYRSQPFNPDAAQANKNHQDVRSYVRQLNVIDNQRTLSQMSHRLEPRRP
# MmCpn inh: M. maripaludis TRiC chaperonin inhibition | purified Mm-Cpn ATPase, ADP Transcreener TR-FRET | 0.031% of 330,000 active | Potency, µM (doses to about 76.9 µM), without a hit: top-dose activity, negative = inhibition, most hits filed as inhibitors | AID 504842; note: potency is the fitted concentration of half-maximal effect; % is set by controls: 0 for no effect and ±100 for the full control effect; nearly all actives have a fitted effect of over 80% in size
#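 ATPase turnover read by TR-FRET ADP competition (Eu cryptate antibody/ADP-d2, 665/590 nm): 10uM ATP final, 25nM Mm-CPN final, 30 min 37degC after 10-min compound preincubation, pH 7.4 Tris/KCl/MgCl2/DTT buffer.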
# pAkt inh: inhibitors of Akt phosphorylation | Neuro2A IGF-stimulated pAkt S473 HTRF, 20 min; stronger effect = lower value | activity change, % for hits at 50 µM | 0.32% of 360,000 active | AID 651550; in the data active = activity change below about -80%; inconclusive = mostly about -51% to -80%; note: % is set by controls: 0 for no effect and ±100 for the full control effect
#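 Single-point screen (50 µM final compound) in Neuro2A cells stimulated 20 min with 6 nM IGF at 37 deg C. After lysis, Ser473-phosphorylated Akt read by HTRF (ex 330 nm, em 615/665 nm) as the 665/615 ratio.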
# TGFb SMAD3 inh: blocks TGF-b signaling. HepG2 CAGA-GFP TGF-b/SMAD3 reporter, GFP fluorescence, 18 h; TGF-beta stimulated, 500 pg/mL final. AID 588855. 1.2% of 410,000 active. Potency, µM (doses to about 46.1 µM), for inactives: at the highest dose activity, negative = inhibition, actives largely listed as inhibitors; note: potency is the fitted concentration of half-maximal effect; % is set by controls: 0 for no effect and ±100 for the full control effect; nearly all actives have a fitted effect of over 65% in size
#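 Inhibition was scored as loss of TGF-beta-induced (500 pg/mL final, 18 hours, 37 degrees C) GFP in HEPG2 cells carrying a CAGA-GFP reporter, in DMEM with 1% FBS. Well GFP was summed per cell; Activity was normalised to unstimulated and stimulated DMSO wells, then concentration-response fitting.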
# CCT chaperon mod: modulators of cytosolic chaperonin (CCT/TRiC) activity. activity change, % (no concentration beside the values), hits read low. purified chaperonin ATPase assay, HTRF ADP detection, 30 min. AID 651819. 0.3% of 360,000 active; in the data active = activity change below about -30%; note: % is set by controls: 0 for no effect and ±100 for the full control effect
#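 Nucleotide hydrolysis assay: TRiC at 20–40 nM final (set by batch activity) with 10 uM ATP, 30 min at 37 °C, in presence of 76 uM compound. Detection by competitive ADP HTRF, 30 min ambient.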
# Nrf2 inh: blocks Nrf2 signaling; A549 ARE-Fluc reporter, luciferase luminescence, 18-24 h; Potency, µM (top dose mostly 46 µM), for inactives: top-dose activity change, negative = inhibition, usual class: inhibitors; 2.1% of 360,000 active; AID 504444; note: potency is the fitted concentration of half-maximal effect; % is set by controls: 0 for no effect and ±100 for the full control effect; nearly all actives have a fitted effect of over 60% in size
#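 A549 ARE_Fluc cells, 5000/well, 5% FBS OPTI-MEM; compounds in dose-response, 18-24 h at 37 °C/5% CO2; CellTiter-Fluor viability read (Ex 405/Em 525), then BugLite luciferase luminescence = Nrf2 activity.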
# A549 viability: kills or reduces viability of A549 cells in Nrf2 counter-screen | 0.16% of 390,000 active | Potency, µM (series often up to 46 µM), for the others: at the highest dose activity change, negative = cytotoxicity, most hits filed as inhibitors | A549 ARE-Fluc cells, CellTiter-Fluor viability, 18-24 h; note: potency is the fitted concentration of half-maximal effect; % is set by controls: 0 for no effect and ±100 for the full control effect
#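 A549 ARE_Fluc cells in 5% FBS OPTI-MEM were exposed to compounds in concentration-response for 18-24 h at 37 deg C. Viability was read by CellTiter-Fluor fluorescence (Ex 405/Em 525) after 30 min, before the luciferase read.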
# EPAC2 agonist: agonists of human EPAC2 (RAPGEF4). EPAC2 activation, biochemical qHTS; response scale: 100% = 6.5 mM cAMP response. Potency, µM (titrated, usually from 154 µM), inactives show top-dose activation, actives largely listed as activators. 0.079% of 360,000 active; note: potency is the fitted concentration of half-maximal effect; nearly all actives have a fitted effect of over 50% in size
#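 Compounds were added across a concentration range to EPAC2 (100 nM), RAP1B-BODIPY-GDP (250 nM) and GDP (50 uM). After 5 min at room temperature, fluorescence was recorded at 5-min intervals for 30 min.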
# Nrf2 ARE act: activators of Nrf2 (ARE) signaling; AREc32 ARE-luciferase reporter (MCF7-derived line), luminescence, 24 h; Potency, µM (titrated, usually from 46.1 µM), for the others: top-dose activation, most hits filed as activators; 0.31% of 410,000 active; AID 624171; note: potency is the fitted concentration of half-maximal effect; % of control where 0% means no effect; nearly all actives have a fitted effect of over 65% in size
#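 AREc32_Fluc, 1000 cells/well, OPTI-MEM + 5% FBS, o/n 37 deg C 5% CO2; 23 nL cpd by pin tool, 24 hr; Steady-Glo 30 min RT, luminescence.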
# An asterisk follows results filed as active; i = inactive; ? = inconclusive; / = no result given; [ ] = another dose, or the depositor's remark. Unless noted, calls come from the whole dose curve; as a rule, active = well fitted curve in the direction sought with a large enough effect; inconclusive = small, poorly fitted or top-dose-only effect, or another doubt; inactive = no such curve, though single readings can be large; an effect the other way counts as inactive or inconclusive. These rows are one share of the data; the hit share may differ from the screen's.
SMILES,EPAC2 antag,MmCpn inh,pAkt inh,TGFb SMAD3 inh,CCT chaperon mod,Nrf2 inh,A549 viability,EPAC2 agonist,Nrf2 ARE act
COc1ccc(S(=O)(=O)N2CCN(Cc3cccc(OC)c3OC)CC2)cc1,-5%,3%,i,-3%,-1.7,1%,0%,11%,-0.3%
O=C(CCS(=O)(=O)c1cc(Br)cc2c1N(C(=O)C1CC1)CC2)N1CCN(c2cccc(C(F)(F)F)c2)CC1,/,/,/,?,/,?,6%,/,2.5%
CC1Cc2ccccc2N1S(=O)(=O)c1cccc(C(=O)NCc2ccncc2)c1 (stereo not given),-4%,-1%,i,?,0.0,?,-6%,5%,2.5%
CC1(C)CC(=O)c2cnc(NCC3CCCO3)nc2C1 (stereo not given),10%,1%,i,-2%,-2.5,?,-7%,3%,2.3%
Cc1cc2ncn(C3CC(=O)N(C)C3=O)c2cc1C (stereo not given),1%[57.1 µM],?,i,-16%,0.0,-10%,0%,7%,-0.3%
CCCN(CCC)C(=O)Cn1c(=O)n(-c2ccc(Cl)cc2)c(=O)c2c3c(sc21)CCCCC3,/,/,/,1%,/,2%,-6%,/,-1.1%
O=C(COC(=O)c1ccc(NS(=O)(=O)c2cccs2)cc1O)NCc1ccccc1,5%,-4%,i,-27%,-4.1,-3%,-18%,-11%,-0.6%
Cc1nnc(SCC(=O)Nc2c(Cl)cccc2Cl)[nH]c1=O,0%,0%,i,-5%,-0.1,-12%,-4%,12%,-0.5%
O=C1CC2(CCCC2)C(=O)N1c1ccc(S(=O)(=O)NCC2CC2)cc1Cl,2%,2%,i,-20%,-0.1,7%,0%,8%,2.8%
Cc1cccc2c(=O)oc(-c3ccccc3Cl)nc12,?,-6%,i,10%,-0.5,13%,5%,1%,1.7%
Cn1cc(S(=O)(=O)N2CCCC2)cc1C(=O)Nc1ccc(C(F)(F)F)cc1,/,/,/,?,/,6%,17%,/,5.4%
CCC(C)OC1OC(CO)C(O)C(O)C1NC(C)=O (stereo not given),-7%,1%,i,-17%,-1.6,0%,10%,7%,-0.3%
Cc1ccc(C(=O)Oc2ccccc2N2C(=O)C3CCC(C)CC3C2=O)cc1 (stereo not given),1%,0%,/,0%,0.0,-5%,-5%,-5%,-0.4%
Cc1ccc(C)c(N(CC(N)=O)S(C)(=O)=O)c1,-3%,1%,i,11%,-6.1,-17%,-4%,0%,-0.2%
CCOC(=O)NC(NC(=S)Nc1ccc(OCC)cc1)C(Cl)(Cl)Cl (stereo not given),13%,1%,i,-24%,-0.5,9%,-2%,2%,-0.1%
O=C([C@H]1O[C@@H](n2ccc(=O)[nH]c2=O)[C@H](O)[C@@H]1O)N1CCSC1,8%,/,i,-13%,-3.0,/,/,-1%,-1.5%
c1ccc(-c2noc(C34CC5CC(CC(C5)C3)C4)n2)nc1,0%,-2%,i,-9%,-0.4,?,-14%,0%,0.2%
Cc1c(C(=O)NNC(=O)c2csc(N3CCOCC3)n2)cccc1[N+](=O)[O-],-2%,0%,i,7%,-0.3,9%,1%,10%,0.2%
CN(C)c1ccc(C(=O)/C=C/c2cccnc2)cc1,0%,0%,i,?,-1.6,-2%,-18%,2%,?
O=C(CC(=O)c1ccccc1)CC(O)(C=Cc1ccccc1)c1ccccc1 (stereo not given),-16%,/,i,-11%,-0.8,8%,-1%,13%,?
Oc1c(Br)cc(Br)cc1/C=N/N1CCN(Cc2ccccc2)CC1,-2%,-3%,i,1%,0.6,10%,-1%,1%,0.0%
Cc1cccc(-c2onc3ccc(C4(C)OCCO4)cc23)c1,?,-1%,i,-19%,1.4,?,0%,8%,6.1%
Cc1nn2c(N3CCOCC3)cc(C(C)(C)C)nc2c1-c1ccccc1,-12%,0%,i,-13%,-0.1,8%,-4%,-5%,-0.7%
CC(C)N(Cc1nc(-c2ccccc2)no1)C(=O)c1ccc(Br)o1,-22%,0%,i,-8%,-1.6,-1%,3%,8%,-0.2%
O=C(NCc1ccncc1)C1CCCN(S(=O)(=O)Cc2ccccc2)C1 (stereo not given),15%,0%,i,0%,-0.6,-12%,7%,-2%,-0.1%
CCOc1cc(C(=O)NC(C)C2CC3CCC2C3)cc(OCC)c1OCC (stereo not given),11%,/,i,-1%,-1.3,?,-7%,-13%,0.3%
OC(c1ccc(F)c(F)c1)c1nc(-c2cccc(C(F)(F)F)c2)cs1 (stereo not given),-21%,/,i,?,-3.5,/,/,14%,0.5%
CCCCC[C@H](C)N1C[C@@H](COCc2ccccc2)Oc2cc(N3CC[C@@H](O)C3)ccc2S1(=O)=O,?,/,i,/,-0.5,/,/,-5%,3.3%
N#Cc1ccc(OCC(=O)N/N=C2/CC(c3ccccc3)Oc3ccccc32)cc1 (stereo not given),4%,1%,i,-13%,-2.0,-20%,-5%,-1%,0.7%
CCOC(=O)N1CCN(c2c(N3CC=C(c4ccccc4)CC3)c(=O)c2=O)CC1,-2%,0%,i,0%,1.1,-26%,3%,2%,-0.1%
CCCS(=O)(=O)N1CC(=O)N(c2cc(C)ccc2C)C(C)(C(=O)NC2CCCCCC2)C1 (stereo not given),/,/,/,0%,/,?,13%,/,0.0%
Cc1occc1C(=O)N/N=C/c1ccccc1[N+](=O)[O-],4%,1%,i,5%,-0.2,?,4%,4%,?
Cc1ccc2c(C)c(C(=O)N(Cc3ccccc3)C3CCS(=O)(=O)C3)oc2c1 (stereo not given),-17%,1%,i,9%,0.3,-15%,-9%,16%,3.7%
CC(C)(C)OC(=O)N1O[C@H]2C[C@@H]1[C@@H]1[C@@H]2N=NN1C12CC3CC(CC(C3)C1)C2,-6%,-1%,i,-3%,-0.9,?,-8%,7%,?
Cc1ccc(-c2nc3cc(Br)cnc3nc2-c2ccc(C)cc2)cc1,?,0%,i,1%,0.0,6%,-15%,7%,-0.6%
O=C(NC1CCCc2ccccc21)C1CCN(C(=O)c2sccc2-n2cccc2)CC1 (stereo not given),-13%,1%,i,2%,-1.2,-10%,2%,3%,2.2%
Cc1nnsc1C(=O)Nc1ccc(Cl)cc1,0%,1%,i,-5%,-2.2,2%,-15%,2%,-0.2%
Cc1ccc(-c2csc(Nc3ccc(C(=O)O)cc3)[n+]2Cc2ccccc2)cc1,-10%,-1%,i,-2%,-2.9,-2%,0%,6%,1.9%
COc1ccc(NC(=O)O/N=C/c2ccccc2Cl)cc1,-13%,1%,i,-1%,-2.9,5%,0%,8%,4.0%
CC1CCN(C(=O)c2cc3ccccc3cc2O)CC1,4%,1%,i,2%,0.4,20%,0%,3%,0.2%
CCOP(=O)(c1ccccc1)C(O)c1ccc(Br)cc1 (stereo not given),2%,0%,i,-3%,0.7,1%,-6%,3%,0.1%
CCOC(=O)CCc1c(C)c2ccc(OCC)c(C)c2oc1=O,4%,0%,i,-21%,-0.9,17%,-6%,-2%,0.3%
O=C(Nc1sc2c(c1C(=O)O)CCC2)c1ccccc1F,-17%,1%,i,-1%,1.8,?,-13%,-2%,-0.1%
O=C(NCC(c1cccnc1)N1CCc2ccccc2C1)c1ccc(F)c(F)c1 (stereo not given),/,/,/,?,/,12%,0%,/,1.5%
CC(C)/C=C/C(=O)N1CCC(N2CCC(C(=O)N3CCOCC3)CC2)CC1,3%,1%,i,-6%,2.4,-5%,0%,7%,-0.4%

# Whole records as entered above. Order of screens: EPAC2 antag, MmCpn inh, pAkt inh, TGFb SMAD3 inh, CCT chaperon mod, Nrf2 inh, A549 viability, EPAC2 agonist, Nrf2 ARE act
# O=C(Nc1sc2c(c1C(=O)O)CCC2)c1ccccc1F in the list: -17%, 1%, i, -1%, 1.8, ?, -13%, -2%, -0.1%
# CCOC(=O)CCc1c(C)c2ccc(OCC)c(C)c2oc1=O in the list: 4%, 0%, i, -21%, -0.9, 17%, -6%, -2%, 0.3%
# COc1ccc(NC(=O)O/N=C/c2ccccc2Cl)cc1 in the list: -13%, 1%, i, -1%, -2.9, 5%, 0%, 8%, 4.0%
# O=C(NCC(c1cccnc1)N1CCc2ccccc2C1)c1ccc(F)c(F)c1 (stereo not given) in the list: /, /, /, ?, /, 12%, 0%, /, 1.5%
# Cc1occc1C(=O)N/N=C/c1ccccc1[N+](=O)[O-] in the list: 4%, 1%, i, 5%, -0.2, ?, 4%, 4%, ?

# Remaining list, next part.
SMILES,EPAC2 antag,MmCpn inh,pAkt inh,TGFb SMAD3 inh,CCT chaperon mod,Nrf2 inh,A549 viability,EPAC2 agonist,Nrf2 ARE act
COC(=O)CCSc1cc([N+](=O)[O-])cc2c1c(C1OCCS1)nn2-c1ccccc1 (stereo not given),7%,-5%,i,9%,0.2,-21%,?,25%,-0.3%
c1ccc(C[n+]2ccc3ccccc3c2)cc1,-6%,/,i,5%,-2.4,?,-10%,10%,-0.7%
CC(=O)Nc1ccc(SCC(=O)Nc2ccc3c(c2)OCCO3)cc1,-6%,0%,i,4%,-1.7,?,-4%,-3%,5.2%
O=C(CSc1ccc2nnc(-c3ccccc3)n2n1)N1CCCCC1,5%,/,i,?,-1.0,10%,3%,-4%,-0.1%
COC(=O)c1c(C(=O)OC)c(-c2ccccc2)n2c1CCC2,3%,-5%,i,-1%,1.0,-18%,0%,3%,-0.6%
Cc1ccc2cc(CN(Cc3ccco3)C(=O)c3cccs3)c(=O)[nH]c2c1,-2%,0%,i,0%,-0.6,-2%,-13%,2%,4.0%
O=C(CSCc1nc2ccccc2[nH]1)Nc1ccc(Oc2ccccc2)cc1,-7%,1%,i,0%,-5.2,?,2%,-1%,0.2%
Cc1cc(CNC(=O)CC2C(=O)NCCN2Cc2ccccc2)nn1C (stereo not given),2%,-2%,i,17%,-2.5,10%,-8%,3%,-0.3%
